Screening data deposited in PubChem BioAssay by several laboratories.
hcDAF-12 act – activates DAF-12 receptor from parasite H. contortus. HEK293 hcDAF-12 lit1-tk-luc reporter, luminescence; 0% DMSO, 100% Δ7-dafachronic acid. activation, % at 6.8 µM. hit rate 1.4% among 370,000. AID 652067;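 active = activation above the mean of all tested compounds plus 3 SD, cut at about 5.5% in these data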;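 note: 100% = response to 3 µM Δ7-dafachronic acid high control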
ADAM17 inh – inhibits human ADAM17 | P78536 | recombinant ADAM17, EDANS/DABCYL FRET peptide cleavage | inhibition, % at 6.95 µM | hit rate 0.83% among 370,000 | AID 720648;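 active = inhibition above the mean of compounds lying between control limits plus 3 SD, set per campaign, cut at about 8.5% in these data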;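 note: 0% = DMSO-only wells as the low control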
Target sequence (P78536 215-824 limits assumed): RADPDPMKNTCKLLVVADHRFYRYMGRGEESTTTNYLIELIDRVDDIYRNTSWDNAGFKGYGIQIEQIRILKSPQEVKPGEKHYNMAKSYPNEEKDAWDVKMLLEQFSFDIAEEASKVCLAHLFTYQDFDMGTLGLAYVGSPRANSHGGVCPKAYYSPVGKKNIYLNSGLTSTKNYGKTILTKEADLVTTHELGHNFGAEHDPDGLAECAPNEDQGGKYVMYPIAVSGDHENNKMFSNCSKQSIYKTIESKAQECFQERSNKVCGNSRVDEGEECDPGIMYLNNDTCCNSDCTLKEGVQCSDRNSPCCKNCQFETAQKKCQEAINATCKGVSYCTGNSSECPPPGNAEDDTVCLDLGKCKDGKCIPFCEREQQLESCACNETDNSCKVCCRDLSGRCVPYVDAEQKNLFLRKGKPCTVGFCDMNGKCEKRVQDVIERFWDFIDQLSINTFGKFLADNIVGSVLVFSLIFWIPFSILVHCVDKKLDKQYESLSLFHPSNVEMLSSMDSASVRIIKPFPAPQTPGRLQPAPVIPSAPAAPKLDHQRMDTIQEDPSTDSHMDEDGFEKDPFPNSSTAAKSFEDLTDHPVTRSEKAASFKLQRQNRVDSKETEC
SMARCA2 activ – SMARCA2 function activation, primary screen; MG213 cells, MMTV-luciferase reporter, dexamethasone, overnight; activation, % at 9.1 µM; hit rate 1% among 370,000; AID 652017; in the data active = activation above about 7.8%;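 note: 0% = vehicle wells and 100% = reference activator wells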
ssDAF12 agonist – S. stercoralis DAF-12 activation, primary screen; HEK293 ssDAF-12/GRIP1 lit1-tk-luc reporter, luminescence; % of 3 µM dafachronic acid response; activation, % at 6.8 µM; hit rate 1% among 370,000; AID 652126;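 active = activation above the mean over all tested compounds plus 3 SD, cut at about 0.9% in these data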;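 note: 0% = DMSO-only wells and 100% = 3 µM delta7-dafachronic acid wells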
DAX1 inh-1 – inhibitors of human orphan nuclear receptor DAX1 (NR0B1); P51843; HEK293 Gal4-DAX1 luciferase reporter, luminescence; inhibition, % at 6.75 µM; hit rate 0.99% among 340,000; AID 504766;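 active = inhibition above the mean over all tested compounds plus 3 SD, cut at about 4.2% in these data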;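 note: 0% = DAX1-transfected cells with DMSO and 100% = empty-vector control cells with DMSO; inhibition shows as a rise in luminescence from relieved DAX1 repression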
Target sequence (P51843 207-470 limits assumed): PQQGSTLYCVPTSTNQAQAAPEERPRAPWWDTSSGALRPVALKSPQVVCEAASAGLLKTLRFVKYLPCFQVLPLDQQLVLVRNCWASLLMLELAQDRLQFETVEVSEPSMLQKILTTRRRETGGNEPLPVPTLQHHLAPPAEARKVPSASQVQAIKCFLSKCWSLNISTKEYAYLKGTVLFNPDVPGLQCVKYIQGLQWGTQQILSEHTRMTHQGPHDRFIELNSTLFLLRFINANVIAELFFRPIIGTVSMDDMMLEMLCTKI
DAX1 inh-2 – DAX1 (NR0B1) inhibition, primary screen; HEK293T StAR-luciferase reporter, SF-1/DAX-1 repression relief; inhibition, % at 6.8 µM; hit rate 1.1% among 370,000; AID 652010;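 active = inhibition above the mean over all tested compounds plus 3 SD, cut at about 3.6% in these data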;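 note: 0% = DAX-1 cells with DMSO and 100% = cells lacking DAX-1 with DMSO; higher inhibition means more luminescence from relief of DAX-1 repression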
GC-A act – GC-A (human) enzyme activation | HEK293 GC-A cells, cGMP TR-FRET, EC30 ANP; 0% at EC30 ANP, 100% saturating ANP | P16066 | hit rate 0.14% among 370,000 | AID 1671463 | activation, % at 10 µM; in the data active = activation above about 40%
ADAM10 inh – inhibitors of human ADAM10. recombinant ADAM10, EDANS/DABCYL FRET peptide cleavage, 3 h. inhibition, % at 7 µM. O14672. hit rate 0.62% among 370,000;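 active = inhibition above a per-campaign cutoff equal to the mean of compounds falling between control-based bounds plus 3 SD, cut at about 20% in these data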;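 note: 0% = DMSO wells while the 100% control is not disclosed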
FXN GAA850 act – increases GAA850 frataxin promoter reporter activity; AID 540364; HEK293 lucGAA850 FXN promoter luciferase reporter, 24 h; percent of 10 µM SAHA response; activation, % at 6 µM; hit rate 0.56% among 360,000;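 active = activation above the average of all compounds screened plus 3 SD, cutoff fixed separately per campaign, cut at about 7.5% in these data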;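 note: 0% = DMSO wells and 100% = 10 µM SAHA wells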
hgDAF12 agonist – hgDAF-12 agonism, primary luciferase screen. activation, % at 6.8 µM. hit rate 1.8% among 370,000. HEK293 GAL4-hgDAF12 UAS-luciferase reporter, agonist luminescence; normalized to butyrate control;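 active = activation above a cutoff set at the mean of all screened compounds plus 3 SD, cut at about 10% in these data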;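 note: 0% = DMSO wells and 100% = sodium butyrate wells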
PG9 Ab binder – PG9 antibody binding by small molecule. TR-FRET gp120-PG9 antibody binding. inhibition, % at 6.7 µM. hit rate 0.43% among 360,000; in the data active = inhibition above about 8.5%
* marks the source's active call; other numbers are inactive results; i = inactive; . = no result given.

SMILES	hcDAF-12 act	ADAM17 inh	SMARCA2 activ	ssDAF12 agonist	DAX1 inh-1	DAX1 inh-2	GC-A act	ADAM10 inh	FXN GAA850 act	hgDAF12 agonist	PG9 Ab binder
COc1cc(N2Cc3ccccc3C2)ccc1C=O	3.7	-4	6	-0.5	-1.5	1.4	-11	-10	-2.2	6.0	-0.8
Cc1ccc(-c2cc(NC(=O)Cc3c[nH]c4ccccc34)ccc2N(C)c2cccnc2)cc1	4.7	-3	1	-0.7	.	-0.7	-3	-8	.	2.0	-2.1
CCCCc1ccc(/C=C(\C#N)C(N)=S)s1	-0.5	-11	-3	-1.4	0.8	0.5	1	-27	-0.8	1.7	-1.2
O=C(Nc1ccc(OCC(F)(F)C(F)F)c(C(F)(F)F)c1)c1ccccc1	-2.7	7	-1	-1.6	-0.7	-1.7	4	24*	1.0	-1.0	-1.6
NNC(=O)c1n[nH]c(=O)c2ccccc12	0.8	-1	-3	-2.5	2.7	0.9	-1	4	2.6	2.0	1.2
CN1CCN(CC(O)COc2ccc(Cl)cc2)CC1 (stereo not given)	-1.2	-3	-1	-0.8	-0.2	-0.1	1	-5	0.3	-0.1	0.8
O=C(Nc1ccccc1)C1CC2CCCC(C1)C2=O (stereo not given)	-0.3	-6	1	-1.4	-1.4	-0.2	1	5	-0.8	-0.8	0.4
CC1Cc2nc(SCC(=O)NCCc3ccccc3)n(C)c(=O)c2S1 (stereo not given)	-2.1	2	-2	-0.9	-0.4	0.3	-5	-8	0.4	1.3	-1.4
O=CNc1ccc2c3c(cccc13)-c1ccccc1-2	1.1	-444	0	-0.8	-0.4	3.4	25	i	1.1	8.9	0.5
O=C(c1ccccn1)N(Cc1cc2ccccc2[nH]c1=O)C1CCCCC1	0.2	-4	2	-0.5	0.2	-0.8	-6	-4	-2.7	-2.3	3.3
O=c1[nH]cc(S(=O)(=O)Nc2ccc3c(c2)OCO3)c(=O)[nH]1	-0.1	-3	1	-0.8	-0.8	0.7	1	0	-0.5	2.5	-1.4
Cc1cccc2c(N=Nc3ccc(S(=O)(=O)Nc4ccc(Cl)cc4)cc3[N+](=O)[O-])c(O)[nH]c12	-0.4	-2	2	-0.7	0.1	0.0	-18	4	3.5	0.5	-0.9
Cc1ccc(C(=O)Nc2cc([N+](=O)[O-])ccc2F)s1	-1.3	2	0	-1.1	5.8*	0.1	4	5	1.7	0.2	-0.2
Cc1ccc(N=C2C(=O)Nc3ccccc32)cc1	-0.1	-1	2	-0.5	2.3	-0.1	1	0	-0.8	3.9	-1.4
O=C(COC(=O)c1ccccc1C(=O)c1ccccc1)NCCc1ccccc1	-0.6	2	-3	-0.1	0.0	-0.6	2	1	-3.6	0.0	0.9
CCC(=O)N1CCc2cc(S(=O)(=O)NCCC(=O)NC3CCCCCC3)ccc21	-0.5	1	-1	-1.3	-0.1	-2.1	3	3	-0.1	-1.2	0.3
COc1ccc(S(=O)(=O)N2CCOCC2)cc1NC(=O)Cc1ccc2c(c1)OCCO2	-2.1	1	3	-1.6	-1.1	-1.2	-3	4	1.4	-0.9	-0.4
Cc1noc(C)c1COc1ccc(CC(=O)NC2CCCCCC2)cc1	-1.4	-3	-2	-0.8	4.7*	-0.6	-4	-7	2.7	-3.1	1.0
N#C/C(=N\Nc1ccccc1)C(N)=S	2.1	2	-3	-1.3	1.3	0.2	2	8	-1.7	0.0	-4.3
Cc1nnc(SCC(=O)NCc2ccccc2)[nH]c1=O	-1.7	-4	5	-1.4	0.7	0.0	1	-7	4.0	-0.3	0.6

Part of the list above, reduced to DAX1 inh-1 and hcDAF-12 act.
mol | DAX1 inh-1 | hcDAF-12 act
O=C(Nc1ccccc1)C1CC2CCCC(C1)C2=O (stereo not given) | -1.4 | -0.3
CC1Cc2nc(SCC(=O)NCCc3ccccc3)n(C)c(=O)c2S1 (stereo not given) | -0.4 | -2.1
O=CNc1ccc2c3c(cccc13)-c1ccccc1-2 | -0.4 | 1.1
O=C(c1ccccn1)N(Cc1cc2ccccc2[nH]c1=O)C1CCCCC1 | 0.2 | 0.2
O=c1[nH]cc(S(=O)(=O)Nc2ccc3c(c2)OCO3)c(=O)[nH]1 | -0.8 | -0.1

As a working copy, three of the compounds above.
SMILES	hcDAF-12 act	ADAM17 inh	SMARCA2 activ	ssDAF12 agonist	DAX1 inh-1	DAX1 inh-2	GC-A act	ADAM10 inh	FXN GAA850 act	hgDAF12 agonist	PG9 Ab binder
COc1cc(N2Cc3ccccc3C2)ccc1C=O	3.7	-4	6	-0.5	-1.5	1.4	-11	-10	-2.2	6.0	-0.8
Cc1ccc(-c2cc(NC(=O)Cc3c[nH]c4ccccc34)ccc2N(C)c2cccnc2)cc1	4.7	-3	1	-0.7	.	-0.7	-3	-8	.	2.0	-2.1
CCCCc1ccc(/C=C(\C#N)C(N)=S)s1	-0.5	-11	-3	-1.4	0.8	0.5	1	-27	-0.8	1.7	-1.2

New compounds follow.
SMILES	hcDAF-12 act	ADAM17 inh	SMARCA2 activ	ssDAF12 agonist	DAX1 inh-1	DAX1 inh-2	GC-A act	ADAM10 inh	FXN GAA850 act	hgDAF12 agonist	PG9 Ab binder
O=C(NC1(Cc2ccccc2)CCN(Cc2ccc(-c3ccccc3)cc2)C1=O)c1ccccc1 (stereo not given)	-1.0	2	-2	-1.7	-1.4	0.6	3	7	-1.6	-0.9	-0.7
CCOc1ccc(CCNC(=O)CCNC(=O)c2ccco2)cc1OCC	0.2	1	1	-0.3	0.6	0.8	1	-5	1.2	1.2	-2.2
CC(=O)c1cc(-c2ccccc2)n(CC(=O)NC(C)(C)C)c1C	1.0	0	1	-1.1	-1.6	0.3	0	4	-0.3	-2.0	-4.2
CCOC(=O)[C@]12CCCCC/C=C\1N(Cc1ccc(OC)cc1)C(=O)[C@H]2CC(=O)NCCCCc1ccccc1	-2.9	8	-1	-1.6	.	-0.2	1	17	.	2.1	.
O=C(CCn1cccc1)Nc1cccc(F)c1	-0.6	-3	1	-1.4	0.3	0.2	-2	-4	-1.8	0.9	-0.1
CCNC(=O)C1(C)CCN(C(=O)c2ccc(C(F)(F)F)cc2)C1 (stereo not given)	-1.1	-2	3	-1.4	.	0.3	4	1	1.4	0.2	1.1
O=C(NCC1CCCO1)c1onc(CSc2ccccc2)c1C(=O)O (stereo not given)	0.3	-3	0	-0.9	3.5	0.1	2	-5	-0.9	1.4	-1.1
CCCNC(=O)Cn1sc2nc(C)cc(C)c2c1=O	-1.0	-15	-2	-0.8	0.7	0.3	4	-26	-3.5	-1.6	-0.5
O=C(NC1CCN(C(=O)Nc2ccccc2Cl)CC1)c1ccccc1	-0.2	-5	-1	-1.6	1.1	-0.5	0	-6	-0.5	-1.7	1.6
CCOC(=O)N(C)c1c(CC)nc2c(OCc3ccc(S(C)(=O)=O)cc3)cccn12	0.0	-3	2	-1.6	.	0.6	0	-6	0.5	0.7	0.6
COc1ccccc1N1CCN(S(=O)(=O)c2cn(C)nc2C)CC1	-0.5	-1	-1	-1.0	0.2	-0.4	0	-17	0.6	-0.1	-0.3
CC(C)(C)SCCNC(=O)CN(c1ccc(F)c(Cl)c1)S(C)(=O)=O	-1.7	-1	-3	-1.3	0.6	-0.5	2	0	3.5	-0.7	-0.1
CN(C)c1cc[n+](CC(=O)N2CCCc3ccccc32)cc1	-1.5	-3	1	-0.8	0.2	-0.7	-3	-1	0.0	-3.1	-1.9
COc1cccc(Cn2cnc(-c3ccccc3OC)c2C2CC2)c1	-2.5	-2	-5	-1.1	.	-2.6	-2	-9	.	-2.5	-1.1
COC(=O)c1cc(NC(C)=O)ccc1N1CCOCC1	-0.4	2	2	-1.9	-0.1	0.0	1	1	0.2	0.2	-2.4
OC1COC(c2ccccc2)OC1C(O)C1OC(c2ccccc2)OCC1O (stereo not given)	-1.1	-2	0	-1.0	3.6	-0.9	3	-13	1.6	0.1	-0.1
Cc1ccc(OCC(O)CN2CCN(CC(O)COc3ccc(C)cc3)CC2)cc1 (stereo not given)	0.0	-2	-4	-1.3	1.5	0.1	6	1	1.9	-0.8	1.9
Cc1ccc(NC2=C(Cl)C(=O)OC2OC(=O)c2ccccc2)c(C)c1 (stereo not given)	-1.0	4	3	-0.6	-0.3	-0.8	0	13	1.1	-0.4	0.3
O=C(CN(c1ccccc1)S(=O)(=O)c1ccccc1)Nc1ccccc1C(=O)NCc1ccco1	-1.9	2	-3	-1.2	0.9	-0.6	-5	15	-1.6	-1.3	2.6
Cc1ccc(C(=O)OCC(=O)N(CC(C)C)c2c(N)n(Cc3ccccc3)c(=O)[nH]c2=O)o1	0.5	-3	-1	0.2	0.1	-1.8	2	-2	-2.3	-1.1	-0.5

Some of these compounds in order of length of the SMILES, ascending.
SMILES	hcDAF-12 act	ADAM17 inh	SMARCA2 activ	ssDAF12 agonist	DAX1 inh-1	DAX1 inh-2	GC-A act	ADAM10 inh	FXN GAA850 act	hgDAF12 agonist	PG9 Ab binder
COC(=O)c1cc(NC(C)=O)ccc1N1CCOCC1	-0.4	2	2	-1.9	-0.1	0.0	1	1	0.2	0.2	-2.4
OC1COC(c2ccccc2)OC1C(O)C1OC(c2ccccc2)OCC1O (stereo not given)	-1.1	-2	0	-1.0	3.6	-0.9	3	-13	1.6	0.1	-0.1
Cc1ccc(C(=O)OCC(=O)N(CC(C)C)c2c(N)n(Cc3ccccc3)c(=O)[nH]c2=O)o1	0.5	-3	-1	0.2	0.1	-1.8	2	-2	-2.3	-1.1	-0.5

Next part
SMILES	hcDAF-12 act	ADAM17 inh	SMARCA2 activ	ssDAF12 agonist	DAX1 inh-1	DAX1 inh-2	GC-A act	ADAM10 inh	FXN GAA850 act	hgDAF12 agonist	PG9 Ab binder
COc1ccc(C2(O)CCN(C(=O)Cc3cccnc3)CC2)cc1	0.2	-5	-4	-1.2	0.0	-0.7	3	-10	2.3	-1.0	1.4
CC1CCCCN1CC(=O)NC(=O)NCc1ccccc1 (stereo not given)	1.2	0	-2	-0.3	0.0	0.2	5	-4	-0.4	-3.6	-2.1
COc1ccc(CCNC(=O)CN2C(=O)NC(C)(c3ccc([N+](=O)[O-])cc3)C2=O)cc1 (stereo not given)	-1.8	-2	-1	-1.1	-1.6	-0.4	-3	1	1.0	-4.2	1.5
O=C(O)c1cc(Cl)c2c(c1)OCO2	-0.3	2	3	-1.0	-1.4	0.0	0	3	0.5	-0.3	0.4
CN1CCN(NC(=O)/C=C/c2ccc(C(C)(C)C)cc2)CC1	-1.8	-2	2	-1.2	0.8	2.2	-2	5	5.3	-0.5	-0.4
CC(=O)c1c(C)nn(CC(O)Cn2c3c(c4cc(C)ccc42)CCCC3=O)c1C (stereo not given)	-2.0	-36	2	-1.2	-1.4	-0.4	-4	-125	0.4	-3.5	2.3
Nc1ccccc1C(=O)NCCN1CCNC1=O	-0.7	-93	-5	-0.8	0.6	0.0	3	-243	2.2	4.3	-0.2
